PhoP inhibition: PhoP-dependent GFP reporter repression – Salmonella Typhimurium, primary screen (AID 1863) | 300,000 compounds, 0.16% hits | S. Typhimurium PhoP-regulated promoter GFP reporter, 4 h; higher % means a stronger effect | inhibition, % at 50 µM, or IC50 in µM where a hit was titrated;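 active means inhibition over 29.93%, a cutoff 3 SD above the screen mean, later confirmed by dose response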;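 further: 0% = low Mg2+ inducing control and 100% = high Mg2+ repressing control; strong numbers were not always called active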
SV40 large T antigen: TAg ATPase/helicase activity blockers – biochemical (AID 1903); SV40 large T antigen ATPase/helicase inhibition assay; higher % means a stronger effect; inhibition, % at 20 µM, or IC50 in µM where a hit was titrated; 310,000 compounds, 0.39% hits; in the data active means a potency from the dose series; further: strong numbers were not always called active
GPR35 antagonists: GPR35 antagonists blocking zaprinast-driven arrestin recruitment, primary screen, imaging, U2OS, beta-arrestin-GFP, zaprinast agonist (AID 2058); 290,000 compounds, 0.052% hits; U2OS GPR35 beta-arrestin-GFP translocation imaging, zaprinast antagonism; higher % means a stronger effect; inhibition, % at 10 µM, or IC50 in µM where a hit was titrated;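 active means inhibition of at least 50% with at least 30 cells and total cytoplasm GFP at most 10,000,000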
Rac1 GTP hydrolysis: MgcRacGAP GTPase-activating activity inhibitors, confirmation, biochemical, ADP Hunter fluorescence; MgcRacGAP-stimulated Rac1 GTP hydrolysis, ADP Hunter fluorescence; higher % means a stronger effect; GST-tagged Rac1 F28L mutant substrate; inhibition, % at 30 µM, or IC50 in µM where a hit was titrated; 340,000 compounds, 0.6% hits; AID 624330;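 active means first-screen hits whose inhibition reached a set limit at any dose in the follow-up dose series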;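 further: fluorescence reports GDP produced by GAP-driven GTP hydrolysis; strong numbers were not always called active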
GPR55 LPI antagonism: inhibition of LPI-stimulated GPR55 beta-arrestin translocation – imaging, U2OS, beta-arrestin-GFP, LPI agonist, primary screen (AID 2013). U2OS GPR55 beta-arrestin-GFP translocation imaging, LPI antagonism; higher % means a stronger effect. 290,000 compounds, 0.13% hits. inhibition, % at 10 µM, or IC50 in µM where a hit was titrated;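 active means spots per cell inhibited over 60%, with over 100 cells counted and total cytoplasm intensity under 500,000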;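 further: U2OS cells stably carrying GPR55 and arrestin-GFP stimulated by 5 µM LPI near EC80; imaged beta-arrestin-GFP aggregate spots per cell after agonist stimulation; plate controls were LPI-stimulated DMSO wells for no effect and DMSO wells without LPI for full effect; some results filed as inactive read as strong as hits; confirmed hits need IC50 under 10 µM and bright autofluorescent wells are also inconclusive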
RSV CPE inhibition: inhibition of RSV-induced cytopathic effect – HEp-2 cells, primary 10 µM value included (AID 2391); HEp-2 cells, RSV-induced CPE inhibition; higher % means a stronger effect; 310,000 compounds, 0.13% hits; one-dose CPE inhibition, % at 10 µM; IC50 in µM for titrated hits; in the data active means a potency from the dose series; further: strong numbers were not always called active
UTI89 phage lysis: protection from phage-mediated lysis, alamar blue read-out – E. coli UTI89, K1F phage, bacterial capsule biogenesis inhibitors (AID 488966). E. coli UTI89 K1F phage lysis, alamar blue, 2 h; higher % means a stronger effect. inhibition, % at 100 µM; hits with a dose series show IC50 in µM. 340,000 compounds, 0.02% hits;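 active means phage lysis inhibition, versus mean bacterial control, above a set limit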;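 further: capsule biogenesis inhibitors block K1F phage lysis so surviving cells raise fluorescence; higher fluorescence means more inhibition of phage lysis; actives were called in the ten point dose series up to 300 µM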
Dengue-2 NS5 capping: flavivirus cap methylation enzyme inhibition – biochemical, confirmation dose response, primary screen (AID 588689). Dengue-2 NS5 methyltransferase capping enzyme assay, biochemical; higher % means a stronger effect. one-dose inhibition, % at 25 µM; IC50 in µM for titrated hits. 340,000 compounds, 0.3% hits; in the data active means a potency from the dose series
HIV peptide binding: inhibitors of HIV fusion peptide binding, primary screen, biochemical, uHTS, fluorescence dequenching (AID 1986); cell-free peptide binding, fluorescence dequenching, 30 min; higher % means a stronger effect; inhibition, % at 20 µM, or IC50 in µM where a hit was titrated; 290,000 compounds, 0.3% hits; in the data active means inhibition mostly above about 52%, no sharp cut-off; inactive means mostly below about 76%; further: some results filed as inactive read as strong as hits
Dengue-2 NS5 capping pilot replicate: second read-out of Dengue-2 NS5 capping, no call of its own (marks repeat the call); inhibition, %; measured here: pilot screen replicate inhibition
The depositor's hits bear a star; x = not tested or not shown; [ ] = remark or other dose. Rows are unselected, and some 1.5% of all compounds hit somewhere here.

SMILES | PhoP inhibition | SV40 large T antigen | GPR35 antagonists | Rac1 GTP hydrolysis | GPR55 LPI antagonism | RSV CPE inhibition | UTI89 phage lysis | Dengue-2 NS5 capping | HIV peptide binding | others
NNc1nc2c(Cl)c(Cl)ccc2s1 | 2% | 28% | -2% | 12% | 11% | 11% | -2.7%[50 µM] | 5% | 17%
Oc1c(Cl)cc(Cl)cc1CNc1ccccn1 | x | x | -10% | 2% | 9% | x | -2.4% | x | 0.0%
COc1ccccc1N(C)S(=O)(=O)c1ccc(C(=O)OCC(=O)Nc2cc(C)on2)cc1 | -10% | 2% | 9% | 0% | 6% | 0.6% | -0.2% | -13% | 0.8%
NC(=O)CC(NC(=O)c1cccc(Br)c1)c1ccc(N2CCC(Br)CC2)c([N+](=O)[O-])c1 (configuration not stated) | -6% | 8% | 13% | 5% | 4% | -1.2% | 0.3% | 6% | 2.1%
CC1CN(Cc2ccccc2Cl)CC(C)O1 (configuration not stated) | -2% | 3% | 9% | 16% | -1% | 0.5% | 0.0% | -3% | 0.6%
c1ccc(CCCCN2CCN=C2Nc2ccccc2)cc1 | x | 10% | x | 4% | x | -3.0% | 0.1% | 1% | x
Cc1ccc(C(=O)NC(Cc2c[nH]c3ccccc23)C(=O)O)cc1 (configuration not stated) | -10% | 5% | 2% | 7% | 3% | 0.1% | 0.3% | -4% | 4.5% | Dengue-2 NS5 capping pilot replicate=2.0
Cc1ccc(C(=O)Nc2cccc(C(=O)N/N=C/c3ccccc3F)c2)cc1 | 5% | 0% | 0% | 7% | 5% | 9.7% | 0.3% | 2% | -1.3%
O=C1c2ccccc2C(=O)N1S(=O)(=O)c1ccccc1 | 0% | 12% | -11% | 6% | 7% | 0.5% | 1.0%[50 µM] | -3% | 0.4%
CCOC(=O)c1sc(NC(=O)c2sc(C)nc2C)nc1C | 2% | 6% | -7% | -2% | 1% | 1.2% | 0.6%[50 µM] | -9% | 0.2%
Cc1ccc(-c2nc3cccnc3s2)cc1NS(=O)(=O)c1ccc2c(c1)OCCO2 | -7% | 7% | -4% | 14% | -6% | 5.0% | 2.8% | -2% | 1.8%
CCn1c2ccccc2c2cc(N=C3SC(CC(=O)Nc4ccccc4)C(=O)N3C)ccc21 (configuration not stated) | -5% | 9% | 10% | 3% | 12% | 4.2% | 0.2% | 3% | -2.2%

No new results follow: 2 of the compounds above.
SMILES | PhoP inhibition | SV40 large T antigen | GPR35 antagonists | Rac1 GTP hydrolysis | GPR55 LPI antagonism | RSV CPE inhibition | UTI89 phage lysis | Dengue-2 NS5 capping | HIV peptide binding | others
Cc1ccc(-c2nc3cccnc3s2)cc1NS(=O)(=O)c1ccc2c(c1)OCCO2 | -7% | 7% | -4% | 14% | -6% | 5.0% | 2.8% | -2% | 1.8%
CCn1c2ccccc2c2cc(N=C3SC(CC(=O)Nc4ccccc4)C(=O)N3C)ccc21 (configuration not stated) | -5% | 9% | 10% | 3% | 12% | 4.2% | 0.2% | 3% | -2.2%

Carrying on:
SMILES | PhoP inhibition | SV40 large T antigen | GPR35 antagonists | Rac1 GTP hydrolysis | GPR55 LPI antagonism | RSV CPE inhibition | UTI89 phage lysis | Dengue-2 NS5 capping | HIV peptide binding | others
S=C1NC(c2ccccc2)N2C(=S)NC(c3ccccc3)N12 (configuration not stated) | -9% | 35% | 5% | 14% | 7% | 2.4% | -0.6% | -11% | -0.5%
Cc1sc(-c2cccnc2)nc1OC(=O)C1CC1 | 3% | 5% | 13% | 8% | 4% | -0.3% | 0.4% | 5% | -1.1%
COC(=O)c1ccc(Sc2ccc(C)cc2)c(N)c1 | -3% | 12% | 14% | 10% | 2% | 2.5% | 8.2% | -6% | 1.6%
CCC1(C)Cc2ccccc2-c2c1c(=O)n(Cc1ccccc1)c1nnnn21 (configuration not stated) | -1% | 4% | -1% | 7% | 19% | -1.6% | 0.6% | 13% | -2.1%
CCOc1nc(-c2ccccc2)ccc1-c1noc(-c2ccncc2)n1 | -2% | 4% | -17% | 6% | 8% | -0.3% | 0.2% | -2% | -2.9%
CCOC(=O)N1CCN(Cc2nc3c(c(=O)[nH]c(=O)n3C)n2Cc2cc(C)ccc2C)CC1 | 5% | 13% | -3% | 0% | 2% | 0.7% | 5.8% | -4% | -0.7%
Cc1ccc(NC(=O)C2CCN(C(=O)c3ccccc3C)CC2)nc1 | -1% | 7% | x | 5% | x | 2.0% | -1.1% | -3% | x
Cc1ccc(OCC(=O)NC(=S)Nc2ccc(Br)c(C)n2)cc1 | 3% | x | -3% | 11% | 23% | -3.2% | 0.2% | 0% | 1.2%
CCCc1nnc(SCC(=O)Nc2ccccc2Cl)n1CC1CCCO1 (configuration not stated) | 3% | -10% | -5% | -2% | -18% | -0.8% | -0.2% | 15% | 0.3%
COC(=O)[C@@H]1C[C@@H]2CC[C@@H](O)C[C@@H]2N1Cc1ccc(C(F)(F)F)cc1 | 0% | 6% | 8% | 7% | 0% | 0.7% | 0.2% | -4% | 0.3%
COc1ccc(N(C(=O)c2ccncc2)S(=O)(=O)c2cccs2)cc1 | 9% | 19% | 5% | 5% | 2% | -0.8% | 0.3% | -30% | 1.8%
C=CCn1c2ccccc2c(=O)c2cc(C#Cc3ccccn3)ccc21 | x | x | x | 14% | x | 46% | -0.2% | -3% | x
O=C(CSc1ccc2c(c1)OCCO2)Nc1ccc(Br)cn1 | 3% | 15% | 11% | 6% | 2% | 16% | 0.0% | -4% | -0.1%
Cn1nc(C(=O)OCCN2C(=O)c3ccccc3C2=O)c2ccccc2c1=O | -9% | 6% | 3% | 12% | -5% | 0.1% | 4.7% | -4% | 1.0%
O=C(Nc1cccc(-c2nnc(-c3ccccc3)o2)c1)C1CCCCC1 | -5% | 16% | 14% | 5% | 14% | 1.0% | 0.7% | -2% | -4.2%
CCn1c(SC)nnc1-c1nn(-c2ccccc2)ccc1=O | -2% | 14% | -7% | 3% | 15% | 3.9% | 0.0% | 20% | -1.9%
O=C(NCc1ccncc1)c1cccc(NS(=O)(=O)c2ccc(F)c(F)c2)c1 | x | x | x | 3% | x | 0.2% | 0.1%[50 µM] | 1% | x
CCc1c(C)sc(NC(NC(C)=O)(C(=O)OC)C(F)(F)F)c1C#N (configuration not stated) | 5% | 6% | -8% | -4% | 5% | 1.9% | 0.7% | -4% | 0.6%
Cn1nnnc1SCCNC(=O)C1CCC(=O)N(Cc2ccc(Cl)cc2)C1 (configuration not stated) | -2% | -3% | 4% | -3% | 1% | 0.8% | 0.1% | -11% | 0.6%
Cc1ccccc1OCC(=O)Nc1ccccc1C(=O)NC1CC1 | 12% | 10% | x | 1% | x | -1.9% | 0.0%[50 µM] | 7% | x
CCCOc1ccc(N2C(=O)CC(NCCNc3ccc([N+](=O)[O-])cn3)C2=O)cc1 (configuration not stated) | -1% | 3% | 0% | -1% | -1% | 1.3% | -0.9% | -5% | 1.8%
CC(=O)c1ccc(S(=O)(=O)N2CCC(Oc3ccc(-n4cnnn4)cc3)CC2)cc1 | 7% | 4% | -5% | 1% | 7% | 1.0% | 0.1% | -10% | 1.8%
COc1cc(OC)c(NC(=O)CCc2nc(-c3ccc(C)cc3)no2)cc1Cl | 15% | 0% | -12% | 2% | -7% | 0.8% | 0.2% | -14% | -0.5%
Cc1ccc(Cl)cc1NC(=O)COC(=O)c1ccc(COc2ccc3c(C)cc(=O)oc3c2)cc1 | 16% | 11% | -7% | x | -5% | 1.9% | x | x | 1.6%
Cn1c(=O)c2c(nc(CN3CCN(c4ccc(F)cc4)CC3)n2Cc2ccccc2F)n(C)c1=O | -13% | 18% | 13% | -1% | 3% | 20% | -0.3% | -4% | 2.3%
CCCCn1c(N)c(N(CC(C)C)C(=O)c2ccc(N(C)S(=O)(=O)c3ccc(C)cc3)cc2)c(=O)[nH]c1=O | 0% | 12% | x | 5% | x | -0.8% | 1.1%[50 µM] | 4% | x
C/C(=N\NC=O)c1ccncc1 | -6% | 13% | -3% | 9% | 7% | 0.7% | 0.0% | 2% | -0.8%
Cc1cc(C)nc(/N=c2/ssnc2Cl)c1 | -17% | 7% | -11% | 14% | -6% | 71% | 0.9%[50 µM] | 2% | -2.7%
CC(C)CC(=O)NN1CCCCC1 | 11% | -4% | 0% | 8% | 6% | 1.4% | 0.1% | -5% | 2.1%
CCCCCCCC(=O)OCC(COC(=O)CCCCCCC)OC(=O)CCCCCCC | x | x | x | 6% | x | 1.2% | -0.6% | -8% | x
CC(NCC(O)COCc1ccc(Cl)cc1)c1ccccc1 (configuration not stated) | 6% | -4% | -4% | 12% | 0% | -1.8% | 0.3% | -8% | 1.1%
N/C(=N\OC(=O)CCCCCN1C(=O)c2ccccc2C1=O)c1ccccc1 | 7% | 18% | 19% | 9% | -5% | 0.2% | 2.8% | -2% | -1.9%
O=C(COC(=O)c1ccc[nH]c1=O)NC1CCCCC1 | -21% | 10% | 8% | -2% | 2% | 1.1% | -0.1%[50 µM] | -10% | -0.6%
Cc1cc(NC(=O)CS(=O)(=O)c2cn(C)c3ccccc23)no1 | 2% | 3% | 12% | 1% | 21% | 2.8% | 0.2% | -4% | 2.6%
CN1CCN(C(=O)c2cc(-c3ccco3)on2)CC1 | 12% | 19% | 2% | -3% | -9% | -0.4% | 0.1% | -3% | -0.6%
Cc1ccc2oc(C(=O)NCC3CCOCC3)c(C)c2c1 | -6% | 2% | 5% | 6% | 8% | 1.7% | 1.5%[50 µM] | 3% | 2.5%
Cc1cnc(C(=O)NC2CCSc3ccccc32)cn1 (configuration not stated) | -6% | 10% | -13% | 6% | 12% | 1.3% | 1.0%[50 µM] | -4% | -0.1%
C=C(C)Cn1c(-c2ccc(OC)cc2)nc2ccccc21 | -3% | 5% | 15% | 8% | 6% | 4.4% | 0.1% | -7% | -1.0%
COc1cccc(-c2nnc3sc(-c4ccccc4)nn23)c1 | -6% | 2% | 2% | 12% | 2% | 0.1% | 0.2% | -5% | 1.2%
O=C(O)CC1=C(c2ccc(F)cc2)CCC1=O | -2% | 3% | 6% | 8% | 3% | 0.9% | 0.1% | 0% | -0.6%
CCCCN1C(=O)C(=O)NC[C@@H]1CCCCN | x | 15% | x | 9% | x | 2.6% | 1.1% | 7% | x
Cc1cccc(NCc2nc(-c3ccccc3)no2)c1 | 6% | 1% | 24% | 8% | 3% | 3.4% | 1.9% | -1% | -3.5%
Cc1cc(C)n2nc(C(=O)NCc3cccc(C(F)(F)F)c3)nc2n1 | 5% | 7% | 3% | -4% | -6% | 0.3% | -0.2% | -4% | -1.2%
Cc1nnc(SCCn2c(Br)nc3c2c(=O)n(C)c(=O)n3C)s1 | 2% | 11% | -4% | 3% | 14% | 2.5% | -0.2% | -23% | 1.1%
NNC(=O)c1cccc(COc2ccccc2Br)c1 | -1% | 16% | 6% | 18% | 12% | 0.5% | 0.7% | 1% | -3.8%
